PriA SSB inh: inhibitors of Klebsiella pneumoniae PriA binding to SSB C-terminal tail; AlphaScreen SSBct-PriA binding, biotinylated peptide; inhibition, % at 33 µM; 430,000 compounds, 0.6% hits; AID 1272365; in the data active = inhibition mostly above about 37%, no sharp cut-off; inactive = mostly below about 20%;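 also: plate controls were negative control peptide for no effect and reference peptide for full effect; strong numbers were not always called active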
BH1578 lux ind: inducers of Vibrio cholerae quorum light production without autoinducers; activation, % at 18.7 µM; AID 588436; 350,000 compounds, 0.16% hits; V. cholerae BH1578 lux reporter, luminescence, 6 h; in the data active = activation mostly above about 9.7%, no sharp cut-off; also: not every result past the cut was called active; inactives centre near 0; reference of the scale not given here
CCHF vOTU inh: CCHFV vOTU protease inhibition; inhibition, % at 11.5 µM; AID 651958; 370,000 compounds, 0.55% hits; Pep-AMC fluorescence; in the data active = inhibition above about 30%; also: 0% = vehicle wells with enzyme and 100% = no enzyme wells
BoNT-A LC inh2: blocks Botulinum neurotoxin A light chain protease | multiplex microsphere protease substrate cleavage, flow cytometry | inhibition, % at 10 µM | 360,000 compounds, 0.17% hits | AID 588499; also: plate controls were buffer without enzyme for full effect and enzyme alone for no effect
PfHsp40 yeast: restores yeast growth despite PfHsp40 toxicity. S. cerevisiae expressing PfHsp40, growth rescue, ATP luminescence. growth rescue, % at 12.5 µM. 340,000 compounds, 0.68% hits; in the data active = growth rescue above about 28%, passing the limit was not always enough;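 also: yeast W303a lacking pdr1 and pdr3 grown in galactose medium; growth measured after three days at 30 °C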
Anthrax LF inh2: anthrax lethal factor protease inhibition; multiplex microsphere protease cleavage assay, LF; inhibition, % at 10 µM; 360,000 compounds, 0.12% hits; AID 588501; also: plate controls were buffer without enzyme for full effect and enzyme alone for no effect
TcdB GH inh: blocks C. difficile toxin B glycohydrolase activity | inhibition, % at 9.99 µM | TcdB glycohydrolase enzymatic assay, plate reader | P18177 | AID 652162 | 350,000 compounds, 0.24% hits; in the data active = inhibition above about 10%
Yp Topo-I inh: blocks Yersinia pestis topoisomerase I activity. Y. pestis Topo-I cleavage product accumulation, plate reader. activity, % at 10 µM. 360,000 compounds, 0.064% hits. AID 504884; in the data active = activity above about 50%, passing the limit was not always enough; also: inactives centre near 2
3CLpro inhibitor: SARS-CoV 3CLpro protease inhibition; recombinant SARS-CoV 3CLpro, quenched FRET peptide cleavage; inhibition, % at 6 µM; P0C6X7; 290,000 compounds, 0.14% hits; AID 1706; in the data active = inhibition above about 12%
VHR inh abs: inhibitors of human VHR1 phosphatase (DUSP3). 290,000 compounds, 0.52% hits. inhibition, % at 13.3 µM. recombinant VHR phosphatase, pNPP absorbance; in the data active = inhibition above about 50%; also: some compounds called inactive have numbers as strong as hits
Starred values were filed as active, the others as inactive; i = inactive; / = not tested or not shown; & = joins results of further samples. Rule as the data show it, unless noted: active = inhibition above about 30%; inconclusive = no clear call, values can overlap the other calls; inactive = below that. Some of the compounds tested; count on the stated rates, not on these rows.

SMILES | PriA SSB inh | BH1578 lux ind | CCHF vOTU inh | BoNT-A LC inh2 | PfHsp40 yeast | Anthrax LF inh2 | TcdB GH inh | Yp Topo-I inh | 3CLpro inhibitor | VHR inh abs
Cc1cccc(-c2cnc3cccnn23)c1 | / | i | -71 | 0.1 | / | -7 | 0.8 | -4 | / | /
Cc1ccc(C)c(NC(=O)CSc2nnc(CCNC(=O)OC(C)(C)C)o2)c1 | -4 | -2.1 | 16 | 0.8 | -2.5 | 6 | / | -2 | 2 | 6
COc1ccc(OCC(=O)Nc2ccccc2N2CCCCC2)cc1 | -1 | i | 7 | -0.3 | -1.2 | -7 | 1.1 | 48 | 4 | 12
Cc1cccc(N2C(=O)CC(Sc3ccccc3C(=O)O)C2=O)c1 (stereo not drawn) | -4 | i | 0 | -0.6 | -1.1 | 0 | / | -4 | 2 | -9
CCc1noc(C)c1C(=O)Nc1ccc(C#N)cc1 | -5 | i | 4 | 2.1 | -0.8 | -3 | 1.0 | 1 | / | /
CCOC(=O)[C@@H]1[C@H]2COc3ccccc3[C@@H]2N2C(=O)N(c3cccc(Cl)c3)C(=O)[C@@]12C | -13 | i | -8 | -0.9 | 1.7 | -5 | 0.5 | 15 | 6 | 13
O=C(NC(=S)NCCN1CCOCC1)c1ccccc1 | -2 | 2.3 | -5 | -0.3 | -1.2 | -2 | 0.4 | -2 | 0 | 14
O=C(CC(c1ccccc1)c1cc(Br)ccc1O)N1CCCC1 (stereo not drawn) | -4 | i | 2 | -0.2 | -0.1 | -3 | 1.0 | 13 | 0 | 5
COC(=O)c1c(NC(=O)CN2C(=O)NC3(CCC(C)CC3)C2=O)sc2c1CCC2 (stereo not drawn) | 3 | -0.7 | -4 | 0.0 | 0.6 | 5 | 0.7 | 3 | / | /
Clc1cc(-c2ccc(/C=N/n3cnnc3)o2)ccc1Br | / | i | -11 | -0.5 | 1.3 | 0 | 0.4 | 1 | -1 | 11
Cc1cc(C)cc(C(=O)OCC(=O)NCCNC(=O)COC(=O)c2cc(C)cc(C)c2)c1 | 0 | i | -2 | -1.1 | 0.5 | 0 | 2.4 | 3 | 3 | 1
COc1ccc(C(=O)Cn2c(NCCO)nc3ccccc32)cc1OC | 1 | -1.6 | 1 | -0.1 | -1.2 | -1 | 1.1 | -9 | 2 | 9
O=C(Nc1cccc(-c2csc(-c3ccccc3)n2)c1)c1cccs1 | 4 | 0.9 | -6 | -1.6 | 2.8 | -4 | / | -18 | 5 | -17
CC(C)(C)c1ccc(C(=O)OCC(=O)N2CCC(c3ccccc3)=N2)cc1 | -16 | i | -2 | -2.5 | 0.1 | -4 | 2.3 | -3 | / | /
Cn1cc(C(=O)c2ccc(Cl)cc2Cl)cc1C(=O)N/N=C(\N)COc1ccc(F)cc1 | / | i | 5 | 0.0 | 0.0 | 1 | / | 22 | 7 | 34
O=C(N/N=C1/CC2C=CCC12)c1ccco1 (stereo not drawn) | / | i | 10 | 0.9 | -1.2 | 0 | / | -4 | -4 | -4
O=C(c1ccccc1)c1cccc(NC(=O)c2ccc(Br)o2)c1 | 14 | i | 7 | 1.2 | 11 | -4 | / | 10 | 1 | 31
Cc1ccc(C)c(Nc2nc(-c3cccnc3)cs2)c1 | 8 | -1.0 | 0 | 1.0 | -0.4 | 7 | 2.3 | 19 | 0 | 20
Cc1cccc(C)c1NC(=O)c1cccnc1 | -4 | -1.2 | -5 | -3.4 | 0.2 | -13 | 1.9 | 3 | -5 | -2
FC(F)(F)c1ccc2c(c1)C1C=CCC1C(c1ccncc1)N2 (stereo not drawn) | 7 | i | 2 | 2.1 | -1.3 | -3 | -0.1 | -7 | 10 | 23
NNC(=O)C1CC1(c1ccccc1)c1ccccc1 (stereo not drawn) | -11 | -0.5 | -1 | -0.7 | -0.4 | 3 | 0.9 | 3 | 4 | 1
Cc1[nH]n(-c2ccccc2)c(=O)c1C(=O)Nc1ccccc1 | 2 | -0.2 | -3 | 0.5 | -1.6 | -6 | -1.2 | -5 | 0 | 17
Cc1ccc(S(=O)(=O)N(C)C)cc1NC(=S)NNC(=O)C1CC1 | -6 | i | 16 | -0.4 | -0.1 | -3 | 2.0 | -7 | -2 | -1
O=C1[C@H]2[C@@H](C(=O)N1c1cccc3ccccc13)C1(C(=O)c3ccccc3C1=O)N1CCC[C@@H]21 | 8 | i | 8 | 0.1 | -0.4 | -2 | / | 0 | 0 | 4
O=C(O)c1ccc(N2CCCS2(=O)=O)cc1 | -7 | -0.6 | 17 | -2.5 | -0.9 | 9 | -5.3 | 4 | -6 | 10
Cc1cccc(N(C(=O)CCC(=O)Nc2cc(C)on2)C(C(=O)NC2CCCC2)c2cccnc2)c1 (stereo not drawn) | -9 | i | 4 | 0.7 | 0.8 | -5 | 1.6 | 10 | -7 | -5
CCN(C[C@H]1N[C@@](Cc2ccccc2)(C(=O)OC)[C@H]2C(=O)N(C)C(=O)[C@@H]12)C(=O)Nc1ccccc1 | -10 | i | 7 | -0.4 | 2.1 | -8 | 0.7 | 12 | / | /
COC(=O)C(C)Sc1nc2c(cnn2-c2ccc(Cl)cc2)c(=O)[nH]1 (stereo not drawn) | -1 | -10 | -7 | 0.3 | -1.3 | 5 | -2.1 | -5 | 4 | -2
Cc1cc2cc(CNC(=O)c3ccc(S(=O)(=O)N4CCCCC4)cc3)ccc2n1C | -7&11&10 | -0.1 | 13 | 80* | 0.5 | -81 | -2.5 | 18 | -3 | -30
C=CCn1c(SCC(=O)N2CCCC2=O)nc2sc(CC)cc2c1=O | -9 | i | 1 | 0.2 | 0.3 | -7 | 2.0 | 23 | / | /
N#C/C(=C\c1cc([N+](=O)[O-])c(N2CCOCC2)cc1N1CCOCC1)c1nc2ccccc2[nH]1 | -15 | -1.4 | 0 | 0.3 | -0.9 | -6 | / | 16 | 0 | -13
Cc1cccc(NC(=O)CCSc2ccccc2)c1C | -9 | 0.6 | -14 | 0.1 | -0.4 | 0 | -0.3 | -3 | 8 | 23
Nc1ccccc1Nc1cc(-c2cccc(Cl)c2)nn1-c1ccccc1 | 58* | -2.7 | -6 | -0.6 | -0.2 | -8 | / | -16 | 4 | 33
COc1ccc(/C(N)=N/O)c(OC)c1 | / | -0.7 | -1 | -0.6 | 0.9 | -5 | 1.4 | 6 | 1 | -10
CCSc1nnc(NC(=O)C2C3C=CC(C3)C2C(=O)O)s1 (stereo not drawn) | -1 | -2.9 | -6 | 0.1 | 0.8 | -4 | / | 13 | 0 | 6
Cc1nnc(Sc2cc(C(=O)NCCCN(C)Cc3ccccc3)c3ccccc3n2)s1 | -10 | -0.3 | 8 | 0.7 | 0.1 | -1 | / | 4 | 0 | 0
COc1ccc(OC)c(NC(=O)CSc2nc(O)cc(=O)n2CC(C)C)c1 | 2 | 3.2 | 32* | -1.1 | 1.5 | -12 | -2.6 | 7 | / | /
O=C1/C(=C\c2ccccn2)SC(=S)N1Nc1ncc(C(F)(F)F)cc1Cl | 12 | -0.4 | / | 2.4 | -1.8 | 0 | / | -15 | 2 | 15
COC(=O)C1=C(c2ccc(OCc3ccccc3)cc2)C[C@@H]2CC[C@H]1N2C(=O)NCCc1ccc(F)cc1 | / | -0.3 | 7 | -0.4 | / | -8 | 0.4 | 27 | / | /
CSc1cccc(NC(=O)NNC(=O)C2CCN(S(=O)(=O)N(C)C)CC2)c1 | 1 | -0.3 | 14 | -0.8 | -0.6 | -3 | 0.8 | 0 | 2 | 34

Molecules above that contain two or more sulfur atoms, in the order listed:
SMILES | PriA SSB inh | BH1578 lux ind | CCHF vOTU inh | BoNT-A LC inh2 | PfHsp40 yeast | Anthrax LF inh2 | TcdB GH inh | Yp Topo-I inh | 3CLpro inhibitor | VHR inh abs
O=C(Nc1cccc(-c2csc(-c3ccccc3)n2)c1)c1cccs1 | 4 | 0.9 | -6 | -1.6 | 2.8 | -4 | / | -18 | 5 | -17
Cc1ccc(S(=O)(=O)N(C)C)cc1NC(=S)NNC(=O)C1CC1 | -6 | i | 16 | -0.4 | -0.1 | -3 | 2.0 | -7 | -2 | -1
C=CCn1c(SCC(=O)N2CCCC2=O)nc2sc(CC)cc2c1=O | -9 | i | 1 | 0.2 | 0.3 | -7 | 2.0 | 23 | / | /
CCSc1nnc(NC(=O)C2C3C=CC(C3)C2C(=O)O)s1 (stereo not drawn) | -1 | -2.9 | -6 | 0.1 | 0.8 | -4 | / | 13 | 0 | 6
Cc1nnc(Sc2cc(C(=O)NCCCN(C)Cc3ccccc3)c3ccccc3n2)s1 | -10 | -0.3 | 8 | 0.7 | 0.1 | -1 | / | 4 | 0 | 0
O=C1/C(=C\c2ccccn2)SC(=S)N1Nc1ncc(C(F)(F)F)cc1Cl | 12 | -0.4 | / | 2.4 | -1.8 | 0 | / | -15 | 2 | 15
CSc1cccc(NC(=O)NNC(=O)C2CCN(S(=O)(=O)N(C)C)CC2)c1 | 1 | -0.3 | 14 | -0.8 | -0.6 | -3 | 0.8 | 0 | 2 | 34

(listing goes on)
SMILES | PriA SSB inh | BH1578 lux ind | CCHF vOTU inh | BoNT-A LC inh2 | PfHsp40 yeast | Anthrax LF inh2 | TcdB GH inh | Yp Topo-I inh | 3CLpro inhibitor | VHR inh abs
COc1ccc(C(=O)N[C@H](C(=O)NC2CCCCC2)C(C)C)cc1 | -1 | 1.9 | 1 | -1.6 | -1.7 | -6 | 0.8 | 2 | / | /
Cc1ccc(S(=O)(=O)n2cccc2CO)cc1 | 11 | -4.0 | 2 | -0.4 | -0.8 | 0 | 1.3 | 0 | / | /
CN(C)/C=C/c1onc(-c2ccccc2Cl)c1C#N | -13 | -0.3 | 12 | 0.0 | -1.5 | -1 | 0.7 | 2 | -1 | 16
CC1CCCC(NC(=O)CCn2c(=O)oc3ccccc32)C1C (stereo not drawn) | -6 | -13 | -3 | 0.8 | -0.6 | -4 | / | -6 | 1 | 24
CC(C)C1OC(c2cccc(NC(=O)c3cccs3)c2)OCC1(C)C (stereo not drawn) | -5 | -0.4 | 5 | -0.7 | 7.0 | -2 | 1.1 | 1 | 4 | 9
O=C(Nc1cc(Cl)ccc1N1CCOCC1)c1ccc(Br)o1 | 2 | i | -1 | -0.3 | 0.0 | 0 | 0.5 | 1 | -4 | 30
COc1cccc(C2C(C#N)=C(N)Oc3cc(C)oc(=O)c32)c1OC (stereo not drawn) | -5 | i | -10 | 1.0 | 2.3 | 0 | / | -12 | -2 | -6
COc1cccc(CN(C)C[C@H]2OCc3cnnn3CCCC(=O)N([C@@H](C)CO)C[C@@H]2C)c1 | / | i | -3 | -0.3 | / | -4 | 0.1&0.5 | -4 | / | /
COCC(=O)N1CCC2CC1c1cc(Cl)ccc12 (stereo not drawn) | -5 | i | 24 | -0.2 | -0.7 | 0 | -0.6 | 4 | / | /
O=C(Nc1cc(N2CCOCC2)ncn1)c1ccccc1 | -9 | i | -2 | 0.7 | -0.4 | 4 | / | 3 | 3 | 10
CC(C)(C)OC(=O)N[C@@H](Cc1ccccc1)C(=O)NCC1CCC(C(=O)O)CC1 (stereo partly drawn) | -14 | -3.1 | 5 | -0.4 | -1.3 | -8 | 1.5 | -1 | 5 | 13
Cc1oc2c(C)c3oc(=O)c(CCC(=O)N4CCC(C(=O)NCCC(=O)O)(c5ccccc5)CC4)c(C)c3cc2c1C | 12 | -4.2 | -1 | -0.6 | 1.6 | -2 | 0.8 | 33 | 0 | -27
CS(=O)(=O)N(CC(=O)NCCSCc1ccccc1)c1ccccc1Cl | -3 | i | 9 | 0.7 | 0.2 | -6 | 0.8 | 15 | -3 | 1

Part of the list above with just 3CLpro inhibitor.
structure	3CLpro inhibitor
CN(C)/C=C/c1onc(-c2ccccc2Cl)c1C#N	-1
CC1CCCC(NC(=O)CCn2c(=O)oc3ccccc32)C1C (stereo not drawn)	1

Assay outcomes: PubChem BioAssay, several laboratories
